Compound activity: PubChem, several laboratories
PfHsp40 rescue = compounds rescuing yeast from Plasmodium falciparum HSP40 toxicity; AID 504582; S. cerevisiae expressing PfHsp40, growth rescue, ATP luminescence; 340,000 compounds, 0.68% hits; growth rescue, % at 12.5 µM; in the data active means growth rescue above about 28%, passing the limit was not always enough; inconclusive means no clear call, values can overlap the other calls;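 further: yeast W303a lacking pdr1 and pdr3 grown in galactose medium; growth measured after three days at 30 °C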
Anthrax LF prot = inhibitors of Bacillus anthracis lethal factor protease. inhibition, % at 10 µM. multiplex microsphere protease cleavage assay, LF. 360,000 compounds, 0.12% hits. P15917. AID 588501; further: plate controls were buffer without enzyme for full effect and enzyme alone for no effect
FBA Mtb inh = Mtb fructose-bisphosphate aldolase inhibition. purified M. tuberculosis FBA, fluorescence read-out. P9WQA3. inhibition, % at 1 µM. 360,000 compounds, 2.3% hits. AID 588726; in the data active means inhibition above about 27%;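 further: 0% = vehicle and 100% = reference inhibitor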
Target sequence (P9WQA3 whole entry, looked up): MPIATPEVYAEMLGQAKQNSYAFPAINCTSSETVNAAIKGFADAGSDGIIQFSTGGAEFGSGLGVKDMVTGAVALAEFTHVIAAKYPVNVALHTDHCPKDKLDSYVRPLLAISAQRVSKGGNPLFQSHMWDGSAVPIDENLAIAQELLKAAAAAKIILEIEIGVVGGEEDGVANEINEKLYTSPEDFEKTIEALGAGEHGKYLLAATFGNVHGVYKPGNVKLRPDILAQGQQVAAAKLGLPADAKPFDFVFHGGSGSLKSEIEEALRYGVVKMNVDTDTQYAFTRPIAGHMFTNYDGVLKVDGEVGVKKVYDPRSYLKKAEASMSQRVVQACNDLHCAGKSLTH
BoNT A protease = blocks Botulinum neurotoxin A light chain protease. multiplex microsphere protease substrate cleavage, flow cytometry. inhibition, % at 10 µM. 360,000 compounds, 0.17% hits. AID 588499; further: plate controls were buffer without enzyme for full effect and enzyme alone for no effect
FadD28 binding = M. tuberculosis FadD28 bisubstrate binding inhibition. FadD28 bisubstrate probe binding, fluorescence polarization. inhibition, % at 12.5 µM. 360,000 compounds, 0.22% hits; in the data active means inhibition above about 8.5%, passing the limit was not always enough; inconclusive means no clear call, values can overlap the other calls
Mtb UGM inh = Mtb UDP-galactopyranose mutase inhibition; inhibition, % at 10 µM; purified UGM, fluorescence polarization probe displacement; AID 504406; 320,000 compounds, 0.06% hits; in the data active means inhibition above about 10%, passing the limit was not always enough; inconclusive means no clear call, values can overlap the other calls
Target sequence (P9WIQ1 whole entry, looked up): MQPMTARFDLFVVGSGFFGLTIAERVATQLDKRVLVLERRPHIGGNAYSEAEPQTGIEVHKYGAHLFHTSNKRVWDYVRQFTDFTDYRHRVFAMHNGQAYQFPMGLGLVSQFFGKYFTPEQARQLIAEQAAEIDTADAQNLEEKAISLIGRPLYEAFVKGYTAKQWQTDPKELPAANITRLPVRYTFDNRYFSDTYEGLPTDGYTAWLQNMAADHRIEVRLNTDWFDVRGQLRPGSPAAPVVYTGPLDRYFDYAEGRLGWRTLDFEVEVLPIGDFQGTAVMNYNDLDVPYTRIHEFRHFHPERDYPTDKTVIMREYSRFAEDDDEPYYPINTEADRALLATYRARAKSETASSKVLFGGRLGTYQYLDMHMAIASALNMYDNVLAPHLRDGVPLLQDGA
BioA inh = blocks M. tuberculosis BioA enzyme activity. purified M. tuberculosis BioA enzyme, plate reader. inhibition, % at 9.99 µM. 360,000 compounds, 0.096% hits; in the data active means inhibition above about 40%; inconclusive means no clear call, values can overlap the other calls
GDH-TPI inh = counter-screen for M. tuberculosis FBA inhibitors: GDH-TPI coupled enzymes; GDH-TPI coupled enzyme counterscreen, NADH absorbance; inhibition, % at 4.8 µM; 360,000 compounds, 1.2% hits; AID 588335; in the data active means inhibition above about 30%;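 further: 0% = DMSO wells and 100% = wells lacking the enzyme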
BoNT-F LC inh = inhibitors of Botulinum neurotoxin F light chain protease. Multiplex microsphere protease cleavage assay, flow cytometry. inhibition, % at 10 µM. 360,000 compounds, 0.22% hits. AID 588497; in the data active means inhibition above about 35%, passing the limit was not always enough; inconclusive means no clear call, values can overlap the other calls; further: plate controls were buffer without enzyme for full effect and enzyme alone for no effect
* = called active by the depositor; ? = inconclusive; / = no result given; & = joins results of further samples. Unless noted, no stated cut-off is given here; in the data, active means inhibition above about 30%; inconclusive means no clear call, values can overlap the other calls; inactive means below that. Rows are unselected. About 4.7% of those tested had a hit in this group.

SMILES	PfHsp40 rescue	Anthrax LF prot	FBA Mtb inh	BoNT A protease	FadD28 binding	Mtb UGM inh	BioA inh	GDH-TPI inh	BoNT-F LC inh
O=C1N(CN2CCOCC2)c2ccccc2C1(O)c1c[nH]c2ccccc12 (stereo unspecified)	0.9	-12	-1	-0.6	0.5	0.3	-2.0	15	2
CC(C)OCCCNC(=O)CCC(=O)NNc1nc2ccccc2c2nc(-c3ccccc3)nn12	-0.7	0	1	-0.7	-2.6	-0.1	/	10	-11
COC(=O)c1c(NC(=O)C2C3CCC(C3)C2C(=O)O)sc2c1CCCCC2 (stereo unspecified)	-0.2	-4	9	-0.3	-0.1	-1.3	-0.5	10	5
Cc1cc(NC(=O)c2ccccc2)nc(C)n1	-0.3	-10	3	-1.2	-3.8	1.0	1.0	-5	-3
CC(=O)N/N=C(\C)c1cccc(C(F)(F)F)c1	0.8	-5	2	-0.5	-0.4	1.2	/	1	-2
N#CCC(=O)Nc1ccc(C(=O)NCc2cccc(Cl)c2)cc1	4.1	-9	1	0.7	-3.3	-0.4	4.0	-9	-10
O=C(NCc1ccco1)c1c(F)c(F)c(F)c(C(=O)NCc2ccco2)c1F	-0.7	-6	1	-0.4	0.3	-1.5	0.6	2	-6
COc1ccccc1CNC(=O)c1cc(S(=O)(=O)N2CCCCC2)c[nH]1	-1.2	2	4	0.7	0.2	-1.1	-3.3	14	-1
Cc1nc(C)c(C(=O)OCC(=O)NCCc2ccc(F)cc2)s1	-0.6	4	4	5.0	-1.0	/	-1.8	1	5
Cc1cc(C)cc(N=Cc2c(O)c3ccccc3oc2=O)c1	1.4	-2	-2	-0.7	-3.2	1.0	/	0	-1
C=CCN(C(=O)CNC(=O)c1cccs1)C(C(=O)NC1CCCCC1)c1cccnc1 (stereo unspecified)	2.2	-1	-3	-0.2	-0.7	0.0	-1.9	4	-1
COc1ccccc1N1CCN(CC(=O)Nc2c(C)n[nH]c2C)CC1	-0.1	4	1	-0.3	-2.5	1.4	0.8	7	9
CCOc1ccc(C(C)=O)cc1CSc1nc2nc(C)cc(C)n2n1	-0.2	-4	-1	-0.9	-1.5	2.1	/	11	0
CS(=O)(=O)N1CCC(C(=O)Nc2ccccc2F)CC1	-0.3	-4	1	-1.5	-0.8	-0.3	-1.0	7	-16
CCC12C(=O)C(CC)(C(c3ccccc3)=C1c1ccccc1)[C@@H]1C(=O)N(c3ccc(C)cc3)C(=O)C12 (stereo partly specified)	-0.1	0	2	0.0	-2.7	1.9	/	4	10
Cc1ccc(CNC(=O)Nc2ccccc2)n1C	0.8	-15	4	-1.2	-1.9	3.6	-0.9	-9	-18
COc1cccc(CC(=O)OCC(=O)N(C)CC(=O)Nc2ccc(Cl)c(C(F)(F)F)c2)c1	0.3	-8	3	4.8	-1.7	3.6	3.0	8	11
CCN(CC)C(=O)Cn1nc(-c2ccccc2O)nc1SCC(=O)Nc1ccc(OC)cc1	-1.0	-4	4	-0.8	-1.7	-1.3	-0.5	2	-5
CC(=O)c1cccc(N(CC(=O)NC2CCCC2)C(=O)c2csnn2)c1	1.6	-7	2	1.3	-1.3	2.6	0.5	3	-14
O=C(CCc1nc2ccccc2c(=O)[nH]1)N1CCN(c2ccc(F)cc2)CC1	-0.5	-1	-1	-0.4	0.3	-0.4	0.4	11	-1
COc1ccc(NC(=O)CN2CCC(n3c(C)nc4cc(F)ccc43)CC2)c(OC)c1	-1.1	0	0	0.2	-0.9	-4.7	-2.0	8	-10
Cc1c(O)ccc2c(CC(=O)N[C@@H](Cc3c[nH]c4ccccc34)C(=O)O)cc(=O)oc12	-0.2	-14	38*	-1.1	-1.9	0.5	2.2	9	-13
COc1ccc(C(=O)NN2C(=S)N(c3ccc(OC)cc3)C(=O)C2CC(N)=O)cc1 (stereo unspecified)	-0.8	-19	-1	5.1	1.9	0.6	/	10	?
CCc1ccc(/C=C2/SC(=S)N(CCCC(=O)Nc3ccccc3C(=O)O)C2=O)cc1	-0.1	-2	-4	-0.5	4.9	1.7	9.0	3	-2
CCc1cccc2c(/C=N/NC(=O)c3cccc(S(=O)(=O)Nc4ccccc4Cl)c3)c[nH]c12	-0.9	0	4	-0.2	34*	1.1	/	37*	-2
COc1ccccc1NC(=O)N1CCCC1C(=O)NC1CCCCC1 (stereo unspecified)	-1.6	0	3	-0.3	1.3	-1.2	-1.8	-7	9
Cc1ccc2[nH]cc(CCNC(=O)c3ccc4c(c3)OCO4)c2c1	-2.1	-2	2	0.1	-1.5	-0.2	3.8	-8	5
CC(=O)Nc1ccc(CNc2nc(NC(C)C)nc3cc(-c4ccccc4)sc23)cc1	/	2	4	1.9	-26	/	-0.3	8	-10
NC(=O)C1CCN(C(=O)C2CC(=O)N(c3ccc4c(c3)OCCO4)C2)CC1 (stereo unspecified)	0.6	0	0	-1.0	-2.5	2.3	-0.6	0	5
COc1ccccc1NC(=O)C(=O)c1cn(CC(=O)N2CCCC2)c2ccccc12	-0.6	4	-1	1.8	-16	-1.0	/	23	2

Some entries already given with just GDH-TPI inh, FadD28 binding and BoNT A protease.
Structure	GDH-TPI inh	FadD28 binding	BoNT A protease
COc1ccc(NC(=O)CN2CCC(n3c(C)nc4cc(F)ccc43)CC2)c(OC)c1	8	-0.9	0.2
CCc1cccc2c(/C=N/NC(=O)c3cccc(S(=O)(=O)Nc4ccccc4Cl)c3)c[nH]c12	37*	34*	-0.2

(more compounds)
SMILES	PfHsp40 rescue	Anthrax LF prot	FBA Mtb inh	BoNT A protease	FadD28 binding	Mtb UGM inh	BioA inh	GDH-TPI inh	BoNT-F LC inh
CC(C)(C)NC(=S)Nc1ccc(Nc2ccccc2)cc1	1.2	-22	0	-0.8	4.4	2.2	0.7	5	-10
CCN(CC(=O)Nc1ccccc1C(F)(F)F)C(=O)c1ccc2c(c1)NC(=O)C(C)S2 (stereo unspecified)	/	-5	-2	-0.7	-0.6	/	-0.4	-1	-4
O=C(COC(=O)c1ccc(Cl)nc1)Nc1cccc(S(=O)(=O)N2CCCCC2)c1	-1.8	2	4	0.0	-1.2	1.3	5.2	1	6
CN(C)CCCNC(=O)c1cc(S(=O)(=O)N2CCOCC2)ccc1F	0.1	-2	9	-1.1	-0.4	0.6	-0.2	-5	-14
CCOC(=O)C1(C)CCCN(C(=O)c2c(F)cccc2F)C1 (stereo unspecified)	/	-2	-2	-0.5	-1.4	/	-0.5	-2	-4
CCC1Oc2ccc(C)cc2N(CC(=O)NCc2cc(OC)ccc2OC)C1=O (stereo unspecified)	-0.4	6	-3	0.8	-4.2	1.9	-2.0	-1	6
CCCCN(C(=O)CC1CCCCC1)c1c(N)n(CCCC)c(=O)[nH]c1=O	/	5	6	-0.1	1.2	/	-3.9	15	-1
Nc1ncnc(Nc2ccccc2Oc2ccccc2)n1	0.5	-4	-3	0.1	-5.1	/	-0.1	-6	-2
COc1ccc(-c2ccc(/C=C3/C(=N)N4C=CSC4=NC3=O)o2)c([N+](=O)[O-])c1	-1.6	3	-12	4.3	-3.1	1.8	1.4	16	-3
O=C(NCCCc1ccccc1)c1cc([N+](=O)[O-])ccc1Cl	1.0	2	-3	-0.6	-3.9	-2.6	1.4	-2	0

Arranged by molecular weight (descending): part of the list above.
SMILES	PfHsp40 rescue	Anthrax LF prot	FBA Mtb inh	BoNT A protease	FadD28 binding	Mtb UGM inh	BioA inh	GDH-TPI inh	BoNT-F LC inh
CC(=O)c1cccc(N(CC(=O)NC2CCCC2)C(=O)c2csnn2)c1	1.6	-7	2	1.3	-1.3	2.6	0.5	3	-14
O=C1N(CN2CCOCC2)c2ccccc2C1(O)c1c[nH]c2ccccc12 (stereo unspecified)	0.9	-12	-1	-0.6	0.5	0.3	-2.0	15	2
Cc1nc(C)c(C(=O)OCC(=O)NCCc2ccc(F)cc2)s1	-0.6	4	4	5.0	-1.0	/	-1.8	1	5

(cont.)
SMILES	PfHsp40 rescue	Anthrax LF prot	FBA Mtb inh	BoNT A protease	FadD28 binding	Mtb UGM inh	BioA inh	GDH-TPI inh	BoNT-F LC inh
CCOC(=O)C1CCCN(Cc2ccc(O)c(OC)c2)C1 (stereo unspecified)	0.0	3	2	0.1	-2.1	-4.0	-2.1	-2	-2
Cc1ccccc1-n1c(=S)[nH]c2nc3c(cc2c1=O)CCCC3	0.1	-3	5	-0.6	-1.2	-2.2	/	2	1
O=S1(=O)[C@H]2C[C@@H]3C=C[C@@]2(CN1Cc1cccc(F)c1)O3	66*	-4	0	-0.5	0.0	-0.1	-2.7	13	-8
CCCCNC(=O)/C(C#N)=C/c1ccc(-c2ccc(S(=O)(=O)N3CCOCC3)cc2)o1	-2.2	-2	5	-1.5	-0.1	1.6	-1.3	17	-11
CC1(c2ccc(OC(F)F)cc2)NC(=O)N(CC(=O)Nc2ccc(F)cc2)C1=O (stereo unspecified)	1.1	-4	10	-0.1	-2.6	-0.6	1.9	7	14
Clc1ccc(SCc2csc(N3CCOCC3)n2)cc1	0.6	-6	0	-0.6	-2.9	-1.7	/	15	-2
CN1CCO/C1=C(\C(Cl)=C(Cl)Cl)[N+](=O)[O-]	-0.6	-1	0	-1.5	-4.0	-0.6	/	-11	-7
C[C@H]1CN([C@@H](C)CO)C(=O)Cc2cc(NC(=O)CCC(F)(F)F)ccc2O[C@H]1CN(C)S(C)(=O)=O	-0.5	-3	6	0.0	1.8	-2.0	0.4&-4.4	1	8
Fc1ccccc1N1CCN(c2nc(-c3cccs3)nc3ccccc23)CC1	3.5	-3	5	-0.5	-3.0	-0.4	-0.4	9	-5
CC(=O)Nc1cc(-c2ccccc2)cn2c(-c3cccc(C(C)=O)c3)cnc12	/	2	0	-0.2	-1.7	/	0.3	12	-7

Complete entries from above:
Entry for CCCCNC(=O)/C(C#N)=C/c1ccc(-c2ccc(S(=O)(=O)N3CCOCC3)cc2)o1 → PfHsp40 rescue = -2.2; Anthrax LF prot = -2; FBA Mtb inh = 5; BoNT A protease = -1.5; FadD28 binding = -0.1; Mtb UGM inh = 1.6; BioA inh = -1.3; GDH-TPI inh = 17; BoNT-F LC inh = -11
Entry for CC(=O)Nc1cc(-c2ccccc2)cn2c(-c3cccc(C(C)=O)c3)cnc12 → PfHsp40 rescue = /; Anthrax LF prot = 2; FBA Mtb inh = 0; BoNT A protease = -0.2; FadD28 binding = -1.7; Mtb UGM inh = /; BioA inh = 0.3; GDH-TPI inh = 12; BoNT-F LC inh = -7
Entry for CN1CCO/C1=C(\C(Cl)=C(Cl)Cl)[N+](=O)[O-] → PfHsp40 rescue = -0.6; Anthrax LF prot = -1; FBA Mtb inh = 0; BoNT A protease = -1.5; FadD28 binding = -4.0; Mtb UGM inh = -0.6; BioA inh = /; GDH-TPI inh = -11; BoNT-F LC inh = -7
